NALP1 yeast inh: inhibitors of NALP1 inflammasome in yeast. S. cerevisiae NALP1/ASC/caspase-1 growth, X-gal OD620, 72 h. inhibition, % at 10 µM. 0.61% of 280,000 active; in the data active = inhibition mostly above about 24%, no sharp cut-off; inactive = mostly below about 32%; note: some compounds called inactive have numbers as strong as hits
VIM-2 inhibitor: inhibitors of Pseudomonas aeruginosa VIM-2 metallo-beta-lactamase. purified VIM-2, nitrocefin hydrolysis, epi-absorbance fluorescence. inhibition, % at 5.6 µM. 0.89% of 290,000 active. AID 1527;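 active = inhibition above the mean of all tested compounds plus 3 SD, cutoff set per screening run, cut at about 7.5% in these data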;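 note: red hydrolysis product quenches plate fluorescence so inhibitors raise well fluorescence; 0% = enzyme with DMSO and 100% = DMSO without enzyme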
IDE cell inh: inhibits human insulin-degrading enzyme in HEK cells. FAbetaB cleavage, fluorescence polarization. 0.41% of 320,000 active. inhibition, % at 5.59 µM;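 active = percent inhibition above the average of all tested compounds plus 3 SD, set per screening campaign, cut at about 16% in these data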;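 note: IDE supplied by intact live HEK cells; FP after avidin binding of uncleaved biotin substrate so inhibition keeps polarization high; 0% = DMSO wells and 100% = 60 µM reference IDE inhibitor Ii1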
M18AAP inhibitor: blocks P. falciparum M18 aspartyl aminopeptidase | 1.2% of 290,000 active | recombinant PfM18AAP, H-Glu-NHMec fluorogenic cleavage | inhibition, % at 7.35 µM;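 active = inhibition above the campaign mean inhibition over all tested compounds plus 3 SD, cut at about 28% in these data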;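 note: 0% = plate median of test compound wells and 100% = 2 mM ZnCl2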
IMP-1 inh: inhibitors of Pseudomonas aeruginosa IMP-1 metallo-beta-lactamase. purified IMP-1, nitrocefin hydrolysis, epi-absorbance fluorescence. inhibition, % at 5.6 µM. 0.45% of 290,000 active;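 active = inhibition above the mean plus 3 SD of all compounds in the same screening run, cut at about 4.5% in these data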;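 note: 0% = IMP-1 with DMSO and 100% = DMSO wells lacking enzyme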
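System: Purified IMP-1 | Read-out basis: Percent enzyme inhibition | Controls: IMP-1 with DMSO as 0%, enzyme-free DMSO as 100% | Replicates: One well per compound | Doses: 5.6 µM nominal single concentration | Detection: Epi-absorbance fluorescence, 480 nm excitation, 530 nm emission | Incubation: 25 °C, 15 min preincubation, 25 min reaction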
p-CIP stab down: lowers stability of the mouse p/CIP coactivator protein | Q05BA5 | F442A p/CIP-EGFP cells, EGFP fluorescence, 16 h | decrease of EGFP signal, % at 10 µM | 0.01% of 290,000 active | AID 1984;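 active = EGFP signal decrease of at least 30% at 10 µM or well 3 SD below plate mean, unless failing retest; inactive = the rest, including hits failing retest or dose response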; note: some compounds called inactive have numbers as strong as hits; many of its hits are not listed in these tables
Target sequence (Q05BA5 1-1403): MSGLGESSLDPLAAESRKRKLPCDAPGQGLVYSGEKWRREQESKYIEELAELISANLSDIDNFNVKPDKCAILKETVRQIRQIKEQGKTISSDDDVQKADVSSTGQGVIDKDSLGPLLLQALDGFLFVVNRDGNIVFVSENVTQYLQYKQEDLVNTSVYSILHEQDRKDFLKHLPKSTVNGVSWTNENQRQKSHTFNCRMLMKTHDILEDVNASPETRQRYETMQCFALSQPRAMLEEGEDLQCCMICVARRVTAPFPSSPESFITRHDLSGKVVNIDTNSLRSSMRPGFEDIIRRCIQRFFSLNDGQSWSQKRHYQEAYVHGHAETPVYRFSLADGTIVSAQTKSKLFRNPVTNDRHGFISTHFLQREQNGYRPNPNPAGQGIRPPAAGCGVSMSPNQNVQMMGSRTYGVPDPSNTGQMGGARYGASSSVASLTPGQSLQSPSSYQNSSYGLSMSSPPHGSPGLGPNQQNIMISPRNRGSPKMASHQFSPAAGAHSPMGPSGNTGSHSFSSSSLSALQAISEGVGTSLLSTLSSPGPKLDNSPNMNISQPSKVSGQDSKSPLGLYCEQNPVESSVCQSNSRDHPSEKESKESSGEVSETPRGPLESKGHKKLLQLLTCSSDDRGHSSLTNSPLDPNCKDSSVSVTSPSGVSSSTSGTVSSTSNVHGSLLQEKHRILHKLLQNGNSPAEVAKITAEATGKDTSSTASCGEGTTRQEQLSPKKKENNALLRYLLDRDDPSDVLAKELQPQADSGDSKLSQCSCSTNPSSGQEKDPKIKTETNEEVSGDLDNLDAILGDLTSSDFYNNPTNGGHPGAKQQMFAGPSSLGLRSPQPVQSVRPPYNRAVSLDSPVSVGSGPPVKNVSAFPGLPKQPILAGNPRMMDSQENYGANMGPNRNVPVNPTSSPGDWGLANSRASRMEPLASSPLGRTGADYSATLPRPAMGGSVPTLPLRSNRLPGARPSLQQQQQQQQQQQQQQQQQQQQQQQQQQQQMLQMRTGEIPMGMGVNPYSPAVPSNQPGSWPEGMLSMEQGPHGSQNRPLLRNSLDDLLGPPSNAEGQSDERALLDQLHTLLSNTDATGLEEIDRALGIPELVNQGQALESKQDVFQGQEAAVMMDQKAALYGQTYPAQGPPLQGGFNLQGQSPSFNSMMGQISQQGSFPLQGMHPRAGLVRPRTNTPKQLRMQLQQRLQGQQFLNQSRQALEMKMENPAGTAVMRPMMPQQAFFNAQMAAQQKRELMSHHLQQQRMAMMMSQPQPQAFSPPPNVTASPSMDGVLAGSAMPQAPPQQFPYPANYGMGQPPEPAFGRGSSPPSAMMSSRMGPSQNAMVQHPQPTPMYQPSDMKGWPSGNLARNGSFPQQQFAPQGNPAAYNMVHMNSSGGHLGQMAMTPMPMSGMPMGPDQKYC
PHOSPHO1 block: blocks human PHOSPHO1 phosphatase activity; Q8TCT1; inhibition, % at 13.3 µM; recombinant PHOSPHO1, absorbance phosphatase assay; 1.1% of 290,000 active; in the data active = inhibition above about 60%
IDE act: IDE (human) activation, cell-based; 0.073% of 340,000 active; HEK cells, FAbeta-B cleavage, fluorescence polarization; 0% vehicle, 100% cell-free pure enzyme wells; activation, % at 5.96 µM; P14735;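 active = activation above the mean of all tested compounds plus 3 SD, set per screening campaign, cut at about 17% in these data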
GPR7 antagonist: human neuropeptides B/W receptor 1 antagonism; P48145; GPR7-expressing cells, fluorescence antagonist assay; inhibition, % at 4.4 µM; 1.1% of 290,000 active; AID 1861; in the data active = inhibition above about 16%, passing the limit was not always enough;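 note: cells stimulated with the agonist NPW; 0% = agonist with vehicle and 100% = vehicle without agonist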
An asterisk follows results filed as active; · = not tested or not shown.

SMILES	NALP1 yeast inh	VIM-2 inhibitor	IDE cell inh	M18AAP inhibitor	IMP-1 inh	p-CIP stab down	PHOSPHO1 block	IDE act	GPR7 antagonist
O=c1c(C=NCCN2CCNCC2)c(-c2ccccc2)[nH]n1-c1ccc([N+](=O)[O-])cc1	0.4	-2.3	1.3	-3.5	-2.1	-4.7	-0.5	·	-6.5
CC1CN(c2ccc(C(=O)c3ccccc3C(=O)O)cc2[N+](=O)[O-])CC(C)O1 (centres undefined)	2.1	-2.1	10.3	-2.4	-3.2	-1.4	52.8	4.8	-13.5
CC(C)CNC(=S)N1CCN(C(c2ccccc2)c2ccccc2)CC1	22.0	-2.0	-2.2	27.5	-2.4	-8.3	-11.7	3.2	-0.1
COc1ccc(C2=NN(CC(=O)Nc3ccccc3C)C(=O)CC2)cc1	·	-2.9	2.0	2.9	-4.1	-7.8	37.0	4.8	-10.0
O=c1[nH]c2cc3c(cc2cc1CN(CCCO)Cc1nnnn1Cc1ccc(F)cc1)OCO3	22.8	-0.7	3.5	8.6	-3.7	0.6	6.0	2.9	-2.2
CC(=O)Nc1ccc2nc(-c3ccc(Br)o3)[nH]c2c1	22.5	-1.8	8.8	-8.2	-1.0	-2.9	-2.8	3.3	-5.6
CCCCCCC12CCC(C(=O)O)(CC1)CC2	17.5	-3.5	4.6	6.1	-3.9	-11.0	-8.1	·	-15.2
CCN(CC)c1ccc(NC(=O)Cn2nnc(-c3cccc(OC)c3OC)n2)c(C)c1	11.3	-1.3	5.6	9.8	-3.1	5.9	1.8	3.7	-3.2
CC1CC(NC(=O)Cc2ccc(Br)cc2)CC(C)(C)C1 (centres undefined)	2.0	-3.0	2.7	6.3	-1.1	-8.8	-1.2	3.4	-7.2
COc1cc(N(C)C)c([N+](=O)[O-])cc1C(=O)NC(C)CNc1ccc([N+](=O)[O-])cc1Cl (centres undefined)	10.5	-3.2	5.3	1.6	-2.1	-11.6	3.0	0.9	-3.8
CNC(=O)c1ccccc1NC(=O)c1ccc(C)c(S(=O)(=O)N2CCCCC2)c1	15.4	-2.6	-0.4	-8.7	-2.2	-8.2	1.3	5.5	-3.4
CCN(Cc1nc2ccccc2c(=O)[nH]1)Cc1cc(=O)oc2cc(OC)ccc12	2.5	-5.7	2.7	2.5	-6.9	-3.0	18.0	-2.1	-4.9
Cn1c(C(=O)NCCN2CCN(Cc3ccccc3)CC2)cc2c(=O)n(C)c3ccccc3c21	11.9	·	-1.3	·	·	12.8	26.6	-3.0	·
CC(C)CNC1=CC(=O)CC(c2ccco2)C1 (centres undefined)	-8.0	-1.6	-2.5	40.3*	-2.1	-8.8	3.9	6.3	-3.2
CCOCCCNC(=S)N1CCCN(c2nc3cc(C)c(C)cc3cc2C#N)CC1	10.8	1.0	21.0*	0.7	-1.4	-9.9	45.5	-9.4	-15.8
C/C(CC(=O)Nc1cccc(F)c1)=N\NC(=O)C(=O)NC1CCCCC1	26.7	-2.1	2.4	3.0	-3.1	-1.2	-10.5	-3.6	-5.0
COc1ccc(N2C(=O)C(CC(=O)Nc3ccccc3)N(Cc3ccccn3)C2=S)cc1 (centres undefined)	-0.1	-3.4	-2.1	-8.1	-2.2	9.2	9.1	-3.4	-4.5
Cc1nc2scc(-c3ccc(Cl)cc3)c2c(=O)o1	-0.1	-2.6	-2.9	-4.8	-3.3	-15.6	1.7	2.8	21.0
O=C(CN1CCN(Cc2ccc(F)cc2Cl)C1=O)NCCCN1CCOCC1	6.2	-3.9	1.7	3.0	-2.1	-5.3	-14.1	5.8	-10.4
Cc1ccc(NC(=S)NC(NC(=O)N(C)C)C(Cl)(Cl)Cl)cc1 (centres undefined)	7.9	-5.2	-7.7	-1.4	-3.3	-0.7	27.9	3.2	-8.4
Cc1ccc(NC(=O)C2C3C=CC4(O3)C2C(=O)N(CCCN2CCCCC2)C4C(=O)NC2CCCCC2)cc1Cl (centres undefined)	17.4	0.2	-4.9	-8.0	-0.9	-12.6	10.3	0.6	-6.0
O=C(N/N=C/c1cc(Cl)c(O)c(Cl)c1)c1cc2c(ccc3ccccc32)o1	9.6	-4.1	-4.9	3.6	-6.2	-12.2	32.7	-1.2	-21.6
CC1=C(C(=O)Nc2ccccc2C)C(c2cccnc2)n2nc(CCCO)nc2N1 (centres undefined)	23.8	-8.7	-0.6	5.1	-1.0	-7.1	5.0	1.3	-9.5
O=S(=O)(Nc1ncccn1)c1ccc(NC(=S)N2CCN(Cc3ccc(F)cc3Cl)CC2)cc1	-1.7	-3.6	3.6	8.6	-1.6	-12.9	33.5	2.6	-12.8
COCc1nnc(NC(=O)c2cc(C(=O)OC)cc([N+](=O)[O-])c2)s1	23.3	-2.6	9.2	-1.0	-1.9	-1.0	-4.0	4.5	-10.9

Later entries.
SMILES	NALP1 yeast inh	VIM-2 inhibitor	IDE cell inh	M18AAP inhibitor	IMP-1 inh	p-CIP stab down	PHOSPHO1 block	IDE act	GPR7 antagonist
CC(Cn1cncn1)NC(=O)c1cc(COc2cccc(C(F)(F)F)c2)on1 (centres undefined)	5.9	-2.0	10.6	-2.3	-3.2	1.8	9.0	-1.0	-0.5
O=c1oc2c(CN3CCOCC3)c(O)ccc2c2c1CCC2	1.3	2.3	1.9	-1.6	-3.2	-10.7	3.6	-1.5	-1.5
CCOc1ccc(C(=O)Nc2cccc(-c3ccc4nncn4n3)c2)cc1	-1.1	-1.8	5.8	-2.0	-2.1	20.9	-32.1	-8.2	2.0
Cc1ccc(C(=O)Nc2nccs2)s1	2.3	-3.3	4.5	-7.5	-1.7	0.2	15.9	2.0	14.4
Cc1cc(N/N=C/c2ccccc2F)c2ccccc2n1	2.0	2.1	4.8	3.6	1.1	-9.0	-5.3	-2.1	-13.3
CCn1c(=O)n(CC)c2cc(N3CCCC3)c(NC(=O)c3cc(Cl)ccc3OC)cc21	14.5	0.3	-1.5	4.0	-0.6	8.3	3.9	3.8	-6.0
COC(=O)C(NC(=O)CCC(=O)N[C@@H](C(=O)OC)c1ccccc1)c1ccccc1 (some centres undefined)	5.9	0.2	2.2	0.5	-3.7	-2.6	-18.6	5.4	-5.5
COCCn1c(SC(C(=O)Nc2cc(C)ccc2OC)c2ccccc2)nnc1-c1ccc(Cl)cc1 (centres undefined)	20.9	-1.7	-1.3	-0.2	-2.9	8.1	62.7*	0.4	-6.0
COc1cccc(C2CC(C(F)(F)F)n3ncc(C(=O)Nc4c(C)n(C)n(-c5ccccc5)c4=O)c3N2)c1 (centres undefined)	23.8	-1.0	3.2	-0.3	-0.7	-4.5	-11.6	2.5	-3.3
COC(=O)c1cccc(NC(=O)CCSc2ccc(Cl)cc2)c1C	2.8	1.7	4.7	9.6	-0.2	-2.4	13.6	4.8	-1.1
O=C(CSc1nnc(-c2ccc(Br)cc2)o1)N1CCN(C(=O)c2ccco2)CC1	-10.3	-1.6	17.4*	-12.4	-0.6	-18.6	-11.6	-14.8	-11.1
COC(=O)c1cc2c(N)c(C(=O)c3ccccc3)sc2nc1C(OC)OC	9.8	-3.0	5.4	16.4	-2.7	-15.6	54.0	-5.3	-11.1
COc1cc2c(cc1OC)CN(Cc1cc(OC)c(O)c(OC)c1)CC2	-8.5	-1.3	0.1	3.1	-2.4	-6.9	32.5	-1.2	-1.8
Cc1cc(N2CCN(C(c3ccccc3)c3ccc(Cl)cc3)CC2)n2ncnc2n1 (centres undefined)	38.3	-2.9	0.1	1.6	-2.2	-2.6	-30.8	8.6	-6.4
O=C(Nc1nc(-c2ccc(F)cc2)cs1)c1cccnc1	7.0	-0.8	1.1	0.8	-2.0	4.3	-3.9	-2.7	-2.6
O=S(=O)(NCCSc1ccccn1)c1ccc(Cl)cc1	34.8	-3.5	-1.5	2.6	-2.5	3.3	-2.6	5.2	-7.4
COc1ccc(CNC(=O)C2CCN(C(=O)c3csc(Nc4ccc(C)cc4)n3)CC2)cc1	-3.3	1.0	-3.7	4.3	-3.5	-9.5	40.3	4.3	-14.3
CCOC(=O)CSc1nc2ccccc2c(=O)n1-c1ccc(C)cn1	4.9	-2.3	-7.1	-8.8	-1.2	-14.5	15.1	2.7	-5.4
CCOC(=O)c1ccc(NC(=O)c2ccc(CO)c(C(=O)NC3CCN(C(=O)OCC)CC3)c2)cc1	12.7	-1.5	1.2	-6.0	-1.4	-11.9	6.3	-5.8	-11.6
Cc1ccc(CNC(=O)c2cc3c(C)nc4ccccc4c3o2)cc1	32.9	-1.6	-2.5	1.2	-2.5	-17.2	10.1	3.6	-13.9
CCCCN(C)CCNC(=O)c1ccc2c(c1)NC(=O)C(N1CCCCC1)S2 (centres undefined)	14.6	-3.0	0.1	6.3	-0.5	-1.9	3.8	-0.4	-12.8
C#CC[N+](CC)(CC)CC#Cc1ccccc1	33.7	0.0	0.7	-14.8	0.7	-4.3	32.2	·	6.0
CCCCCCCNC(=O)C1CC(=O)N(C)C(=Nc2ccc(OC)cc2)S1 (centres undefined)	11.3	-4.3	-3.9	1.0	-5.1	6.5	-2.7	-2.4	-3.8
COc1ccc(NC(=O)C2CCCO2)c(OC)c1 (centres undefined)	16.3	-1.9	0.3	-2.5	-1.5	-7.1	29.5	5.7	-13.2
COc1ccc(CCNC(=O)CN2C(=O)C3(OCCCO3)c3ccccc32)cc1OC	9.8	-1.0	5.4	-1.0	-3.1	2.0	-2.2	-1.4	0.9

Further entries:
SMILES	NALP1 yeast inh	VIM-2 inhibitor	IDE cell inh	M18AAP inhibitor	IMP-1 inh	p-CIP stab down	PHOSPHO1 block	IDE act	GPR7 antagonist
COc1cc(/C=N/Nc2nncc3ccccc23)cc(OC)c1OC	15.8	-1.6	3.1	5.5	-0.4	-9.7	15.6	0.9	-7.6
CC(C)(C)C(=O)NC1=NN(c2c(Cl)cc(Cl)cc2Cl)C(=O)C1	19.9	0.6	-0.2	1.1	-1.9	1.1	15.8	2.4	2.0
COc1ccc(NC(=O)C2CC(=O)N(C(C)C)C2)cc1 (centres undefined)	10.0	-2.5	-2.1	-0.1	-2.1	5.9	-22.6	2.3	-11.0
CCOc1ccccc1N1CCN(S(=O)(=O)c2ccc(Cl)s2)CC1	-6.5	-3.5	-1.5	5.3	-2.0	-6.7	-24.6	2.2	-3.0
CCCCOCC1CN(c2ccccc2)C(=O)CS1 (centres undefined)	4.0	-3.2	0.7	2.7	-1.9	-10.3	3.7	0.6	-4.2
Clc1cccc(N/N=C(\Cc2nc3ccccc3[nH]2)c2ccccc2)c1	25.6	0.4	0.6	3.1	-4.4	-0.5	-1.3	2.2	6.4
COc1ccc(Cc2nc3ccc(C(=O)N(C)CC4COCCO4)cc3o2)cc1 (centres undefined)	6.8	-2.6	8.2	-5.8	-3.0	-2.0	-7.5	-0.3	-4.3

One compound at a time, as listed above. Screens in order: NALP1 yeast inh, VIM-2 inhibitor, IDE cell inh, M18AAP inhibitor, IMP-1 inh, p-CIP stab down, PHOSPHO1 block, IDE act, GPR7 antagonist
`CCOc1ccccc1N1CCN(S(=O)(=O)c2ccc(Cl)s2)CC1` is listed with -6.5, -3.5, -1.5, 5.3, -2.0, -6.7, -24.6, 2.2, -3.0
`COc1ccc(Cc2nc3ccc(C(=O)N(C)CC4COCCO4)cc3o2)cc1` (centres undefined) is listed with 6.8, -2.6, 8.2, -5.8, -3.0, -2.0, -7.5, -0.3, -4.3
`Clc1cccc(N/N=C(\Cc2nc3ccccc3[nH]2)c2ccccc2)c1` is listed with 25.6, 0.4, 0.6, 3.1, -4.4, -0.5, -1.3, 2.2, 6.4

Assay outcomes from PubChem BioAssay.
